From PubChem
SENP8 block – SENP8 protease inhibition; 1.2% of 330,000 active; inhibition, % at 10 µM; Q96LD8; purified SENP8, Z-RLRGG-aminoluciferin cleavage, luminescence
Target sequence (Q96LD8 whole entry, looked up): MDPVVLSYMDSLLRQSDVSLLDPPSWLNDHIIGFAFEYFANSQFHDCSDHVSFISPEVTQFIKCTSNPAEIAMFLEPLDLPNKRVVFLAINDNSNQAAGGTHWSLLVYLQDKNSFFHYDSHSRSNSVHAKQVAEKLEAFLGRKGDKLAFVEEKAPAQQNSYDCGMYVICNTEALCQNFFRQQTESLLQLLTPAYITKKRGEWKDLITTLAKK
Apaf-1 inh – inhibitors of human Apaf-1 apoptosome. reconstituted apoptosome caspase-3 activity, DEVD-Rh110 fluorescence. AID 489030. 0.71% of 330,000 active. inhibition, % at 20 µM. O14727; active means inhibition of at least 40% at 20 µM;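 further: plate controls were DMSO wells for no effect and DEVD-CHO caspase inhibitor wells for full effect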
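Material: reconstituted apoptosome with Apaf-1, cytochrome c, caspase-9, procaspase-3, dATP. Technique: Rh110 fluorescence intensity. Buffer or medium: pH 7.5 Hepes buffer with CHAPS, BSA, DTT. Times: 30 min plus 50 min, RT.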
697 NFkB inh – inhibitors of the PMA/ionomycin-induced NF-kB reporter in 697 B cells | inhibition, % at 4 µM | 0.33% of 330,000 active | AID 435022 | 697 B-cell NF-kB luciferase reporter, 16 h; in the data active means inhibition above about 35%
Gli-Sufu antag – antagonists of Gli-Sufu signaling | inhibition, % at 5 µM | 0.74% of 340,000 active | Sufu-KO-LIGHT fibroblasts, Gli luciferase reporter luminescence;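 active means inhibition above about 55%, limit read from the data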;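 further: 0% = DMSO-treated cells and 100% = wells with medium but no cells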
UBC13 polyUb – inhibitors of human UBC13 polyubiquitin chain formation; inhibition, % at 20 µM; AID 485273; TR-FRET; 0.47% of 330,000 active; P61088; in the data active means inhibition above about 45%, passing the limit was not always enough
Target sequence (P61088 whole entry, looked up): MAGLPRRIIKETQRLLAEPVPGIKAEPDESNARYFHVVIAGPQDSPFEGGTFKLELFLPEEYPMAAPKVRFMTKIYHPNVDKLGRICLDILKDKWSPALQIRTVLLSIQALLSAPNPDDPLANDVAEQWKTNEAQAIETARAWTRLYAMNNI
HKDC1 inh – inhibitors of human hexokinase HKDC1; 0.16% of 340,000 active; recombinant HKDC1, G6PDH/diaphorase resazurin coupled fluorescence; inhibition, % at 20 µM; Q2TB90; AID 493160;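 active means inhibition above about 35% when tested at 20 µM, limit read from the data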;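 further: plate controls were DMSO wells with enzyme for no effect and DMSO wells lacking enzyme for full effect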
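test system = in-house recombinant HK5 (HKDC1) enzyme | amount = HKDC1 at 5 µg/mL | control set = DMSO-enzyme wells negative, buffer-substituted wells positive | compound = one dose of 20 µM, 1% DMSO | schedule = reaction time 90 min, room temperature, protected from light | technique = resorufin fluorescence at 613 nm | reagent = glucose with 1 mM ATP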
Jurkat NFkB inh – inhibitors of the PMA/ionomycin-induced NF-kB reporter in Jurkat cells | PMA/ionomycin-induced NF-kB luciferase reporter, luminescence | inhibition, % at 4 µM | 0.53% of 330,000 active | AID 435003
SENP7 block – inhibitors of human SENP7 protease | AID 434973 | recombinant SENP7, Z-RLRGG-aminoluciferin luminescence, 40 min | inhibition, % at 5 µM | 1.5% of 330,000 active;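 active means inhibition above about 50% at the single test dose, limit read from the data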;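 further: plate controls were DMSO with enzyme for no effect and no enzyme buffer wells for full effect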
Target sequence (Q9BQF6 706-1050 limits assumed): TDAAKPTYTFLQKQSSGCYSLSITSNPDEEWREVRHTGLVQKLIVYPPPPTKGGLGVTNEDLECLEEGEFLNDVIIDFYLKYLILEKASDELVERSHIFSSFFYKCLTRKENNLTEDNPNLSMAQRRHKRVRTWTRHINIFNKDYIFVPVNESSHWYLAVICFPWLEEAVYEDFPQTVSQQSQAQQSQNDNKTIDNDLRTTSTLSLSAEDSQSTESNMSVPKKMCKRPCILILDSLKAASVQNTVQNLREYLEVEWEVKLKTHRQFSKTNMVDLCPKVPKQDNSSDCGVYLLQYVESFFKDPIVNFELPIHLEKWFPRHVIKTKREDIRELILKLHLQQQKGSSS
* hit, by the source's call; nt = not tested or not shown. Unless noted, no stated cut-off is given here; in the data, active means inhibition above about 50%; inactive means the rest. Outcome played no part in choosing rows (roughly 3.6% active in at least one column).

Compound	SENP8 block	Apaf-1 inh	697 NFkB inh	Gli-Sufu antag	UBC13 polyUb	HKDC1 inh	Jurkat NFkB inh	SENP7 block
O=C(CNC(=O)c1ccc(F)cc1)N/N=C/c1cc(Br)ccc1OCc1ccccc1	-11	3	-11	-3	-10	-1	-10	0
CCN(CC)CCCNC(=O)CC1Sc2ccccc2NC1=O (configuration not stated)	-1	-2	7	-2	6	-7	-21	6
CCN1C(=NCCCCO)N[C@@H](c2cccc(F)c2)C(C(=O)OC)=C1C	-9	-8	8	16	7	-2	12	7
COc1ccc(S(=O)(=O)NCCSc2ccc(C)cc2)cc1OC	-4	8	6	11	-3	6	8	-10
COc1ccc(C(=O)/C=C/c2ccc(OC)cc2OC)c(O)c1	38	0	-53	-34	11	2	-74	45
COc1ccc(-c2noc(Cc3ccc(Cl)cc3)n2)cc1OC	-2	25	-18	-11	9	5	-2	-7
COc1ccc(OC)c(NC(=O)CN(C)S(=O)(=O)c2ccc(Cl)cc2)c1	-1	11	11	7	0	-11	14	7
CC(C)[C@H](NC(=O)OCc1ccccc1)C(=O)OCC(=O)Nc1c(F)cccc1F	-7	7	-20	-5	-5	-12	-10	-7
COC(=O)C(CC(C)C)Oc1ccc2c(C)cc(=O)oc2c1 (configuration not stated)	-5	12	-10	12	3	3	-6	6
Cc1ccccc1CC(=O)Nc1ccc2c(c1)CCC2	-7	-9	-15	6	4	-1	-5	-5
C=CCn1c(Cc2ccc(OC(C)C)c(Cl)c2)nnc1SCC(N)=O	-1	-12	-6	-1	1	-5	-16	3
Cn1cnc(C(=O)N2CCc3ccccc3C2)c1C(=O)N1CCc2ccccc2C1	6	12	2	0	5	-2	0	12
Cn1c(C(=O)N2CCC(C(N)=O)CC2)cc2c(=O)n(C)c3ccccc3c21	6	-3	-5	-30	6	-4	-3	4
COc1ccc(N2C(=O)/C(=C3/C=CC=CN3C)SC2=S)cc1	-6	3	-38	-1	-38	-5	-20	-4
CCOC(=O)N1CCN(CC(O)c2ccc3cc[nH]c3c2)CC1 (configuration not stated)	4	-6	21	-7	11	-3	4	-4
COc1ccc(C(=O)NNC(=O)C(NC(=O)c2cc(OC)cc(OC)c2)C(C)C)cc1 (configuration not stated)	0	-2	13	8	5	-3	1	0
CCc1ccc(NC(=O)CN2CCC(C(=O)c3ccc(OC)cc3)CC2)cc1	1	21	-10	-4	1	-2	-3	-4
C=CCc1cccc2cc(C(=O)NNC(=O)CC#N)c(=O)oc12	-4	0	-4	-11	-4	8	-8	0
CCCCC(CCCC)=N/N=C/c1c(O)n(CC)c2cc(C3=NNC(=O)CC3)ccc12	-5	7	18	7	0	5	11	3
O=C(CCN1C(=O)c2ccccc2S1(=O)=O)N1CCN(c2ccccc2)CC1	-2	4	11	-3	1	-5	5	-2
CC1(c2ccc(OC(F)F)cc2)NC(=O)N(CC(=O)Nc2ccc(Cl)cc2F)C1=O (configuration not stated)	7	5	23	17	2	7	2	7
CNS(=O)(=O)c1cc(NC(=O)c2cnc(SC)n2-c2ccccc2)ccc1C	-5	8	6	28	-2	-1	-13	-8
O=C(CC1C[C@H](C(=O)N2CCOCC2)[C@@]2(CCC3CCCC3)c3[nH]c4ccccc4c3CCN2C1=O)NCc1ccco1 (some centres not stated)	-9	23	3	-19	-4	4	-6	-9
Cc1cc(C)c(S(=O)(=O)NCC2CCC(C(=O)NCc3ccc4c(c3)OCO4)CC2)c(C)c1 (configuration not stated)	-8	6	-31	1	-8	-15	-8	-4
Cc1cc(=O)oc(C)c1C(=O)Nc1cccc2nonc12	7	3	-4	8	-5	-8	8	5
CCOC(=O)/C(C#N)=C\c1cc(OC)c(OC)cc1[N+](=O)[O-]	-7	3	25	2	-2	-6	17	4
CCOCCN(C=O)c1cccc(OC)c1	2	2	-2	-5	10	-6	-7	3
O=C(CC1CCCCC1)NCC1CCCO1 (configuration not stated)	-4	11	-9	1	6	-2	-13	10
Cc1ccc(S(=O)(=O)NNC(=O)C(O)(c2ccccc2)c2ccccc2)cc1	-2	7	16	4	4	-13	7	3
CC(C)(C)C(=O)c1cnc(Nc2ccccc2)s1	21	26	-123	-3	6	3	-107	17
CCOc1ccc(OCCC(=O)Nc2ccc3c(c2)OCO3)cc1	5	-7	8	-5	0	3	-1	-3
CCCS(=O)(=O)N1CCN(S(=O)(=O)c2ccccc2)CC1	2	-6	4	3	3	-1	-5	0
Cc1ccc(S(=O)(=O)N2CCCCC2)cc1C(=O)N1C(C)CCCC1C (configuration not stated)	-12	14	-13	-5	-4	-3	-16	-9
CC(C)CC(=O)N=C1SC2CS(=O)(=O)CC2N1Cc1ccccc1Cl (configuration not stated)	7	-16	-14	2	-3	-2	9	-4
O=C(CSc1nc(-c2ccccc2)nn1C(=O)c1ccccc1)Nc1cccc([N+](=O)[O-])c1	4	3	4	7	3	22	-6	3
COc1ccc(NS(=O)(=O)c2cccc(C(=O)N3CCC3)c2)cc1	1	0	15	3	2	-1	15	0
Cc1ccc(CN2CC(C(=O)N(Cc3nnc(-c4ccccc4Cl)o3)C3CC3)CC2=O)cc1 (configuration not stated)	-7	30	-14	3	14	-3	-7	8
c1ccc(Cn2c(Nn3cnnc3)nc3ccccc32)cc1	6	-15	-3	2	-5	-3	7	1
CC(C)NC(=O)N(C)C[C@H]1Oc2c(NC(=O)C3CCCCC3)cccc2C(=O)N([C@H](C)CO)C[C@@H]1C	-4	-2	-37	-5	3	-6	-23	4
O=C(NNc1cc(C(F)(F)F)ccc1Cl)c1ccc(=O)[nH]c1	-5	2	10	-7	-4	-5	-7	-6

Just HKDC1 inh and Gli-Sufu antag (three entries from above):
Structure,HKDC1 inh,Gli-Sufu antag
CCOc1ccc(OCCC(=O)Nc2ccc3c(c2)OCO3)cc1,3,-5
CCCS(=O)(=O)N1CCN(S(=O)(=O)c2ccccc2)CC1,-1,3
Cc1ccc(S(=O)(=O)N2CCCCC2)cc1C(=O)N1C(C)CCCC1C (configuration not stated),-3,-5

(more compounds)
Compound	SENP8 block	Apaf-1 inh	697 NFkB inh	Gli-Sufu antag	UBC13 polyUb	HKDC1 inh	Jurkat NFkB inh	SENP7 block
Cc1ccc(NC(=O)C(OC(=O)c2ccc(O)cc2)c2ccccc2)cc1Cl (configuration not stated)	-1	-7	8	-8	4	6	9	-4
COc1ccc(NC(=O)N2CCCC(c3ccccc3)C2)cc1 (configuration not stated)	-11	8	-5	4	0	0	-13	-12
COC(=O)C1=C(C)Nc2c(c(=O)n(C)c(=O)n2C)C1c1cccc(O)c1 (configuration not stated)	4	-21	8	4	9	-5	0	6
CC(C)(CNCC(O)c1ccccc1)N1CCOCC1 (configuration not stated)	-3	2	-24	4	-8	-5	-10	-8
Cc1ccn(C(=O)c2cc3c(C)nn(-c4ccccc4)c3s2)n1	-2	5	11	10	23	-8	0	-1
CCN1C(=O)c2ccc(C(=O)Nc3c(C)cc(C)cc3C)cc2C1=O	-11	-10	-9	3	-3	-4	-8	4
Cc1cccc(C(=O)N(CC(=O)Nc2sc(C)c(C)c2C(N)=O)C2CCCC2)c1	-11	9	-21	0	20	-4	-8	-7
O=C(CCC(=O)N1CCc2ccccc2C1)N1CCN(S(=O)(=O)c2ccccc2)CC1	7	16	6	3	8	-5	3	3
COc1cccc2sc3cc(NCC[C@@H]4CCCN4C)ccc3c(=O)c12	13	40	-31	-2	45*	8	-12	35
O=C(NCc1ccccn1)[C@@H]1C[C@H]1[C@@H](NP(=O)(c1ccccc1)c1ccccc1)c1ccccc1	0	11	-6	-13	-3	3	-15	2
CCOc1ccc(NC(=O)CC2C(=O)NCCN2C(=O)Nc2ccccc2)cc1 (configuration not stated)	0	9	17	5	-7	-3	-6	0
CC1CC1C(=O)OCC(=O)NC(=O)c1ccccc1 (configuration not stated)	-14	1	22	-3	-2	-5	6	7
COC(=O)c1cc(NC(=O)CSC2=NCCS2)cc(C(=O)OC)c1	-6	-5	3	-2	-4	0	-3	3
O=C(NCc1nnc(SCC(=O)N2CCc3ccccc32)o1)c1ccco1	-5	-6	-9	-5	-12	-8	8	-7
O=S(=O)(c1ccc(Cl)s1)N1CCc2ccccc2C1	2	0	24	-10	-1	-8	9	17
O=C(CSc1cccc[n+]1[O-])N1CCc2ccccc21	-9	-3	-1	-10	-5	-9	-23	-9
O=C(O)CC(Cc1ccc(Cl)cc1)C(=O)Nc1cc(Cl)ccc1Cl (configuration not stated)	-13	5	6	-5	-11	6	-5	-8
O=C(Cc1cccs1)Nc1nnc(-c2ccc(F)cc2)s1	-7	-2	3	-43	2	0	-18	17
CC1CCCCC12NC(=O)N(CC(=O)Nc1ccc(N3CCCCC3)cc1)C2=O (configuration not stated)	-3	10	-10	nt	-9	3	-3	3
Cc1cc(C(=O)NNC(=O)C(CCC(N)=O)NS(=O)(=O)c2ccc(Cl)cc2)c(C)o1 (configuration not stated)	-4	0	16	2	6	-6	2	7

Reprinted from the part before: 2 entries, then new ones.
Compound	SENP8 block	Apaf-1 inh	697 NFkB inh	Gli-Sufu antag	UBC13 polyUb	HKDC1 inh	Jurkat NFkB inh	SENP7 block
CC1CCCCC12NC(=O)N(CC(=O)Nc1ccc(N3CCCCC3)cc1)C2=O (configuration not stated)	-3	10	-10	nt	-9	3	-3	3
Cc1cc(C(=O)NNC(=O)C(CCC(N)=O)NS(=O)(=O)c2ccc(Cl)cc2)c(C)o1 (configuration not stated)	-4	0	16	2	6	-6	2	7
COc1cc(Nc2nc(-c3ccccc3)c3cc(C)ccc3n2)cc(OC)c1OC	-6	27	7	18	6	2	7	4
Nc1c(C(=O)Nc2ccc3c(c2)OCCO3)nnn1Cc1cccc(Br)c1	46	12	-74	-62	3	0	-43	58*
Cc1ccc(CN2CCN(Cc3cc4ccccc4o3)CC2CCO)cc1 (configuration not stated)	-11	7	2	13	-8	-1	-5	18
Cc1c(C(=O)N2CCCCC2)oc2ccccc12	4	3	-16	-10	4	-6	-19	17
CCC(C)(C)n1nnnc1C(c1cc2cccc(C)c2[nH]c1=O)N1CCCC1 (configuration not stated)	3	6	-13	5	4	3	-5	-2

Arranged by value in UBC13 polyUb (descending): three from the list above.
| SMILES | 697 NFkB inh | UBC13 polyUb | HKDC1 inh | Jurkat NFkB inh | SENP7 block |
| --- | --- | --- | --- | --- | --- |
| COc1cc(Nc2nc(-c3ccccc3)c3cc(C)ccc3n2)cc(OC)c1OC | 7 | 6 | 2 | 7 | 4 |
| Cc1c(C(=O)N2CCCCC2)oc2ccccc12 | -16 | 4 | -6 | -19 | 17 |
| Cc1ccc(CN2CCN(Cc3cc4ccccc4o3)CC2CCO)cc1 (configuration not stated) | 2 | -8 | -1 | -5 | 18 |
